Screening data (PubChem BioAssay)
USP2a block: USP2a (human) protease inhibition; USP2 core, Ub-CHOP2 coupled fluorogenic reporter, 485/531; Potency, µM (series often up to 38.3 µM), for the others: top-dose activity change, negative = inhibition, most hits filed as inhibitors; AID 463254; 0.01% of 330,000 active; O75604;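 further: potency means the concentration at half of the fitted maximal effect; plate controls were DMSO wells for no effect and full inhibition by NEM control for full effect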
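USP2 core (10nM final) preincubated 30min RT with compound in 20mM Tris-HCl pH 8.0, 2mM CaCl2, 2mM beta-mercaptoethanol, 0.05% CHAPS; 25nM Ub-CHOP2 plus 25nM reporter substrate added, fluorescence (Ex485/Em531) read after 60min.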
KCNH2 WT inh: KCNH2 (human, wildtype) channel inhibition; AID 720551; Q12809; activity change, % at 1.84 µM; 0.37% of 340,000 active; U2OS, BacMam KCNH2, thallium flux FluxOr; stronger effect = lower value;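 active means maximum activity change below -70%; inconclusive means maximum activity change between -70% and -50%; inactive means maximum activity change above -50%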; further: on the % scale 0 is the no-effect control and ±100 the full control effect
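U2OS cells transduced with wild-type KCNH2 virus are loaded with FluxOr dye for 45 min, and thallium flux is measured in kinetic reads before and after stimulation buffer. Rate constants are normalized to DMSO controls.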
PKM2 activator: activators of human pyruvate kinase M2; 0.34% of 260,000 active; Potency, µM (top dose mostly 57.5 µM), inactives show at the top dose activation, usual class: activators; purified PKM2, Kinase-Glo ATP luminescence, activation; response scale: 0% is enzyme alone, no compound; AID 1631; further: potency means the concentration at half of the fitted maximal effect; on the % scale 0 is the no-effect control and ±100 the full control effect; nearly all actives have a fitted effect of over 55% in size
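Purified hPK-M2 (>95% pure) converted ADP (0.1 mM final) to ATP with 0.5 mM PEP in 50 mM imidazole pH7.2, KCl, MgCl2, Tween 20, BSA; 1 h at room temperature. ATP detected by Kinase-Glo luminescence.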
Coupling enz: inhibits coupling enzyme system, counter-screen for aldolase hits | coupling enzyme system counterscreen, AmpLite Red fluorescence | activity change, negative = inhibition, % at 58.2 µM, hits read low | 0.67% of 290,000 active; in the data active means activity change below about -30%; further: on the % scale 0 is the no-effect control and ±100 the full control effect
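Counterscreen lacking aldolase: glyceraldehyde-3-phosphate coupling-enzyme reagent preincubated 10 min at RT with compound (at 57.5 uM final), then substrate/coupling system with AmpLite Red added; fluorescence read at 525/598 nm after 20 min RT.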
Giardia kill: kills Giardia lamblia; Giardia lamblia trophozoite viability; activity change, % at 7.66 µM, hits read low; 0.15% of 340,000 active; in the data active means activity change below about -80%; inconclusive means between about -30% and that limit;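 further: parasites exposed to compound for two days anaerobically before the ATP read; on the % scale 0 is the no-effect control and ±100 the full control effect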
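Luminescent ATP signal served as the viability read-out, measured 15-30 min after adding ATP detection reagent to trophozoites that had been incubated with compounds for 48 hrs at 37 deg C anaerobically at 100 cells/well.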
KCNH2 3.1 inh: inhibitors of human KCNH2 3.1 potassium channel isoform. activity change, % (tested at about 1.8 µM). U2OS KCNH2 3.1, thallium flux FluxOr; stronger effect = lower value. 0.95% of 340,000 active. AID 720553;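 active means maximum activity change below -70%; inconclusive means maximum activity change from -70% to -50%; inactive means maximum activity change above -50%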;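 further: thallium influx rate constant from kinetic fluorescence after stimulation buffer; on the % scale 0 is the no-effect control and ±100 the full control effect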
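Kinetic fluorescence (2 min after stimulation buffer) measures Tl+ influx through KCNH2 3.1 expressed by viral transduction in U2OS cells; the rate constant is normalized against DMSO controls serving as positive and negative references.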
Menin-MLL TR inh: displaces Texas Red mutant MLL peptide from human menin | 0.23% of 270,000 active | Menin + Texas Red MLL mutant peptide, fluorescence polarization | Potency, µM (doses to about 61.6 µM), without a hit: at the top dose FP activity change, negative = inhibition, hits mostly inhibitors | AID 1768; active means well fitted inhibition curve with a large enough effect in the polarisation, with a control signal flat, not every such curve was filed as active; inconclusive means small, poorly fitted or top-dose-only effect, or effect the other way, or a change in a side signal; inactive means no such curve, though single readings can be large or run the other way; the % refers to the polarisation; further: potency means the concentration at half of the fitted maximal effect; % of control where 0% means no effect; many of its hits are not listed in these tables
TRPV1 agonist: activates the human vanilloid receptor TRPV1; Q8NER1; TRPV1-expressing cells, Fluo-8 calcium influx, agonist mode; activation, % at 8.33 µM; 0.19% of 320,000 active; AID 540275; in the data active means activation above about 80%; inconclusive means between about 30% and that limit; further: 0% is about no effect
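Cells expressing TRPV1 were dye-loaded with Fluo-8 and read kinetically: 10 s baseline, 3 min after compound (agonist portion), then 2 min after EC20 capsaicin (allosteric enhancer portion). Calcium-bound dye fluorescence at 480/520 nm.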
CXXC DNA block: MLL CXXC-DNA interaction inhibition | Q03164 | MLL-CXXC / FITC-HOXA9 DNA fluorescence polarization | Potency, µM (series often up to 115 µM), without a hit: at the top dose activity change, negative = inhibition, hits mostly inhibitors | 0.037% of 290,000 active; active means well fitted inhibition curve with a large enough effect in the polarisation, with a control signal flat, not every such curve was filed as active; inconclusive means small, poorly fitted or top-dose-only effect, or effect the other way, or a change in a side signal; inactive means no such curve, though single readings can be large or run the other way; the % refers to the polarisation; further: potency means the concentration at half of the fitted maximal effect
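Fluorescence polarization: 7 uM MLL-CXXC (stock) preincubated 5 min with compounds, then 50 nM fluorescein-HOX-A9 DNA (stock) added; 30 min ambient. Buffer 50 mM Tris-HCl pH 7.5, 50 mM NaCl, 1 mM DTT, 0.05% BSA.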
B2AR arrestin: beta2AR (human) beta-arrestin recruitment activity; P07550; beta-arrestin recruitment to beta2AR, cell-based reporter; Potency, µM (series often up to 46.1 µM), without a hit: top-dose activation, hits mostly activators; 0.02% of 330,000 active;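 further: potency means the concentration at half of the fitted maximal effect; 0% = DMSO controls and full agonism = EC100 isoproterenol or metaproterenol; nearly all actives have a fitted effect of over 65% in size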
GALK inhibitor: inhibitors of human galactokinase. P51570. Purified GALK, Kinase-Glo residual ATP luminescence. Potency, µM (top dose mostly 57.5 µM), for inactives: at the highest dose activity change, negative = inhibition, hits mostly inhibitors. 0.007% of 270,000 active; further: potency means the concentration at half of the fitted maximal effect; on the % scale 0 is the no-effect control and ±100 the full control effect
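Human GALK (5 nM) with 35 uM ATP and 100 uM galactose in 20 mM HEPES pH 8.0, 5 mM MgCl2, 60 mM NaCl, 1 mM DTT, 0.01% BSA. After 1 h at room temperature, leftover ATP was read by Kinase-Glo Plus luminescence.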
* hit, by the source's call; ? = inconclusive; . = not tested or not shown; [ ] = remark or other dose. Unless noted, the call rests on the fitted dose curve; in most records, active means well fitted curve in the direction sought with a large enough effect; inconclusive means small, poorly fitted or top-dose-only effect, or another doubt; inactive means no such curve, though single readings can be large; an effect the other way counts as inactive or inconclusive.

SMILES	USP2a block	KCNH2 WT inh	PKM2 activator	Coupling enz	Giardia kill	KCNH2 3.1 inh	Menin-MLL TR inh	TRPV1 agonist	CXXC DNA block	B2AR arrestin	GALK inhibitor
CCn1c(N2CCN(S(=O)(=O)c3ccc(Cl)cc3)CC2)nc2ccccc21	-3%	-1	-4%	2	1	-6	0%	4	3%	-0.1%	4%
Cc1cccc(NC(=O)c2ccc([N+](=O)[O-])o2)n1	-3%	2	11%	-4	?	7	6%	-2	31%[activator]	0.5%	-1%
Nc1nc(NCc2ccco2)nc(N2CCCCC2)c1[N+](=O)[O-]	2%	6	-2%	0	0	-5	1%	1	-4%	0.1%	4%
COc1ccc(S(=O)(=O)N2CCCCC2)cc1NC(=O)CCc1nc2ccccc2c(=O)[nH]1	1%	-1	.	.	8	-7	.	2	.	-0.1%	.
COc1ccc(-c2cc3nc4c(c(=O)n3[nH]2)CCC4)cc1	1%	15	0%	2	-2	12	-10%	2	6%	-0.4%	1%
Cc1ccc(COC(=O)c2cccc(S(=O)(=O)N3CCCCC3)c2)cc1	-3%	1	.	.	-4	-2	.	0	.	-0.1%	.
CCOC(=O)c1c(C)nc(-c2ccccc2)nc1NC(=O)CC	1%	4	-15%	0	-2	5	3%	17	-4%	-0.4%	0%
C(/C=C/C=C/Nc1ccccc1)=Nc1ccccc1	3%	-20	-1%	3	8	6	.	-4	?	-0.8%	0%
CCCCN1CC(=O)N2[C@H]3c4ccc(OC)cc4OC[C@@H]3[C@H](c3ccccc3)[C@]2(C)C1=O	0%	25	.	.	-15	11	.	28	.	0.1%	.
NC(=S)NNc1cccc2cccnc12	-2%	-10	2%	-36*	-6	-4	?	-2	-3%	-0.3%	2%
Cn1c(SCc2cccc(Cl)c2)nc(C(F)(F)F)cc1=O	1%	-8	6%	-2	9	1	4%	2	-6%	-0.1%	2%
Cc1cc(C)cc(NC(=O)CSc2nnc(-c3cc(C)[nH]n3)n2N)c1	2%	1	.	.	-4	3	.	-2	20%	4.6%	7%
Cc1ccc(S(=O)(=O)NCCC(=O)OCc2ccc([N+](=O)[O-])cc2)cc1C	0%	-8	.	.	15	-15	.	14	.	0.1%	.
COc1ccc(-c2noc(CCC(=O)NCC3CCCO3)n2)cc1 (stereo not given)	-7%	-2	-2%	0	12	3	.	3	2%	3.8%	-2%
CC(=O)OCC[n+]1c(C)n(-c2ccccc2)c2ccc(Cl)cc21	-2%	1	8%	2	-2	.	9%	-1	28%	-0.3%	0%
Cc1cccc(C)c1NC(=O)Nc1ccccc1-n1ccnc1	-2%	-2	-7%	-1	-1	.	11%	1	1%	-0.7%	4%
O=C(c1ccco1)N1CCN(Cc2cc(=O)c(OCc3ccccc3Cl)co2)CC1	-1%	4	.	.	5	3	.	0	.	-0.1%	.
Cc1ccc(C2=NN(C3=NN=C(N)Cc4ncnn43)C(O)(C(F)(F)F)C2)cc1 (stereo not given)	-1%	10	-5%	-1	-5	-13	8%	-2	9%	-0.1%	-1%
COC(=O)c1ccc(C)c(NS(=O)(=O)c2ccc(C)c([N+](=O)[O-])c2)c1	2%	-1	-1%	5	1	9	15%	0	-14%	0.1%	0%
CN1CCN(c2ccc([N+](=O)[O-])cc2NC(=O)c2ccccc2)CC1	-1%	18	-3%	1	7	-7	0%	-1	10%	-0.2%	-1%
COC(=O)[C@H](CC(C)C)N(Cc1ccccc1)S(=O)(=O)N(Cc1ccccc1)[C@@H](CC(C)C)C(=O)OC	5%	0	.	.	-16	-17	.	.	.	0.1%	.
CCc1ccc(Nc2n[n+](-c3ccccc3)c(-c3cccc(Cl)c3Cl)s2)cc1	-4%	6	.	.	1	8	.	-2	.	0.5%	.
CCOc1ccc(C2NC(=O)CCC2[N+](=O)[O-])cc1 (stereo not given)	0%	2	1%	1	0	-1	10%	-1	-6%	0.1%	2%
CCN1CCN(/C=N/c2nc(C)cs2)CC1	1%	4	-2%	-5	3	8	9%	-1	1%	-0.4%	1%
CC(=O)c1cccc(NC(=O)N[C@@H](CC(C)C)C(=O)O)c1	0%	1	2%	3	-16	-3	-3%	3	0%	-0.2%	0%

The listing continues.
SMILES	USP2a block	KCNH2 WT inh	PKM2 activator	Coupling enz	Giardia kill	KCNH2 3.1 inh	Menin-MLL TR inh	TRPV1 agonist	CXXC DNA block	B2AR arrestin	GALK inhibitor
O=C(NNC(=O)c1ccc(Cl)cc1Cl)c1csc(-c2cccnc2)n1	0%	1	-1%	8	-18	-9	.	-4	-5%	-0.9%	6%
Cc1ccc(N=C(c2cccs2)N2CCOCC2)cc1	0%	3	3%	2	-8	-2	23%	4	-1%	0.1%	-3%
c1ccc(C[C@H]2CN=C(Nc3ccccc3)N2CC2CCCCCC2)cc1	1%	9	.	.	18	-23	.	.	.	0.1%	.
COc1cc(-c2nc3cccc(C)n3c2NCC2CCCO2)ccc1O (stereo not given)	-1%	6	-12%	-4	2	3	-1%	-2	1%	0.0%	4%
Cc1ccc(-c2nc3sc4c(c3c(=O)n2N)CC(C)(C)OC4)cc1	0%	-3	1%	2	7	-5	9%	1	0%	-0.9%	1%
O=Cc1ccc2ccc3cccnc3c2n1	0%	-6	.	-18	-12	3	-13%	-2	27%	0.0%	.
CC1CCCCC12NC(=O)N(CC(=O)NNC(=O)c1ccc(Br)cc1)C2=O (stereo not given)	2%	5	.	.	5	15	.	.	.	-0.1%	.
Cc1ccc(C(C)(C)C)cc1S(=O)(=O)Nc1cccc(C(=O)N2CCN(c3ccccn3)CC2)c1	-10%	-13	.	.	2	11	.	-9	.	0.2%	.
CCc1ccc(Nc2nc(C)cc(C)n2)cc1	0%	-7	10%	-2	4	-11	-19%	7	-7%	0.2%	0%
N=C1/C(=C/c2cccn2-c2cccc([N+](=O)[O-])c2)C(=O)N=C2SC=CN12	3%	.	1%	4	.	.	?	1	1%	-0.2%	0%
O=C(COC(=O)C1c2ccccc2Oc2ccccc21)Nc1ccc2c(c1)OCO2	-5%	-5	2%	-1	-4	22	?	11	1%	-0.2%	-1%
O=C1CSC(c2ccncc2)N1Cc1ccc(F)cc1 (stereo not given)	-2%	1	-9%	5	-6	19	.	-1	1%	-0.2%	2%
COC(=O)c1ccc(CSc2nnc(CNC(=O)c3ccc(OC)cc3)o2)o1	5%	-1	-1%	2	-23	5	-14%	-2	-2%	-0.4%	-1%
Clc1ccc(-c2nc3ncccn3c2Cl)cc1	6%	-6	-5%	0	-17	3	15%	-7	5%	-0.3%	1%
CCCNC(=O)c1nnsc1Sc1ccc(Cl)cc1	0%	4	.	-1	-20	3	?	-4	7%	0.2%	-2%
CCOC(=O)c1c(N)sc(C(=O)Nc2ccccc2)c1C	0%	5	-16%	3	?	-1	29%	1	8%	-1.0%	4%
CC(=O)c1cccc(NC(=O)CCn2c(=S)oc3ccccc32)c1	-1%	-1	.	-2	-16	-19	?	29	-1%	0.0%	-3%
COc1ccc(CC(=O)NC(=S)Nc2ccc(S(N)(=O)=O)cc2)cc1	3%	-3	3%	5	-5	1	0%	3	?	0.8%	.
Nc1ccccc1C(=O)N=Nc1[nH]c(N)c2ccccc12	0%	-29	-16%	1	4	.	9%	-2	2%	0.2%	0%
O=C(COC(=O)Cc1cn2ccsc2n1)NC12CC3CC(CC(C3)C1)C2	3%	-5	0%	0	-6	-4	0%	0	2%	-1.3%	-1%
CC(=O)Nc1cccc(OCc2ccc(S(=O)(=O)Cc3ccccc3)cc2)c1	5%	-3	-23%	0	-14	7	-7%	0	2%	-1.0%	0%
Fc1ccc(Cc2nnc(-c3cccs3)o2)cc1	1%	-5	-8%	0	15	10	-9%	10	0%	-0.5%	-4%
C=CCn1cnnc1SCC(=O)N(C)CC1COc2ccccc2O1 (stereo not given)	3%	1	.	.	6	-4	.	.	.	-1.2%	.
O=C(O)c1c(C(=O)O)c(-c2ccc(Cl)c(Cl)c2)n2c1CSC2	2%	4	.	19	-20	-13	55%[activator]	-3	-2%	-1.0%	5%
O=C(Nc1ccccc1[N+](=O)[O-])c1cccc(N2C(=O)CCC2=O)c1	-2%	7	0%	-1	56[activator]	.	9%	-5	10%	-0.8%	6%
O=C(NC(=S)Nc1ccc(S(=O)(=O)Nc2nccs2)cc1)c1ccc(Br)o1	2%	3	0%	-3	1	-2	?	3	13%	-0.9%	-3%
O=C(CCC1CCCCC1)NCc1ccncc1	0%	2	-5%	-4	4	0	-18%	?	3%	0.1%	4%
CN(C)S(=O)(=O)c1ccc(Cl)c(NC(=O)CN2CCNC(=O)C2)c1	1%	14	0%	0	-7	9	1%	1	-1%	0.0%	4%
Cc1cc(C)cc(N(C(=O)CNC(=O)c2ccco2)C(C(=O)NC2CCCCC2)c2ccncc2)c1 (stereo not given)	3%	0	.	-1	13	-4	.	2	9%	-0.3%	4%

Not all compounds are listed; the hit share may differ from the screen's.
